Peg3 promoter: reduces Peg3 promoter-driven luciferase expression in HeLa | inhibition, % at 20 µM | 1.7% of 360,000 active | HeLa PEG-Prom luciferase reporter, luminescence, overnight;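 active = inhibition of at least 50% at 20 µM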
NR2E3 ag-1: activates human photoreceptor nuclear receptor NR2E3; Q9Y5X4; GST-NR2E3/biotin-RetCOR TR-FRET, 1536-well; inhibition of corepressor binding, % at 4.78 µM; 0.12% of 320,000 active; AID 2300;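 active = percent inhibition above the cutoff of mean plus 3 SD of all tested compounds, set per screening campaign, cut at about 20% in these data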;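 note: 0% = DMSO wells and 100% = biotin wells as full block of FRET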
Target sequence (Q9Y5X4 whole entry, looked up): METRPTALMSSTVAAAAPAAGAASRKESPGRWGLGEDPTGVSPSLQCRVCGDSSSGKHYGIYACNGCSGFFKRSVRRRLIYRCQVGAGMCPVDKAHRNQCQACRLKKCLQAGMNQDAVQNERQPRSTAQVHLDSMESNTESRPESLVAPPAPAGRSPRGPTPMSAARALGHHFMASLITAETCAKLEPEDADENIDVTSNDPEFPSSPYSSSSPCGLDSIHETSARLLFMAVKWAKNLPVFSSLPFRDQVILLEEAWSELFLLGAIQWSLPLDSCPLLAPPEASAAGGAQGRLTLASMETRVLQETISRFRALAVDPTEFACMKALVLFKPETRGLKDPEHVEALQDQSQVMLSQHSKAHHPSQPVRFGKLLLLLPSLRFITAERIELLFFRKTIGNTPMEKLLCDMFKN
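Material: NR2E3–RetCOR corepressor complex / Incubation: Compound–protein incubation for 5 h at 4 °C / Dosing: compound at 4.8 µM, single dose / Detection: time-resolved FRET / Benchmarks: high control biotin, low control 0.6% DMSO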
KKLEB tox: reduces viability of KKLEB cystic fibrosis airway cells. KKLEB CF airway cells viability, ATPlite luminescence, overnight; active compounds read low; cells stimulated with P. aeruginosa culture filtrate. activity change (cytotoxicity), % at 5 µM. 0.36% of 360,000 active. AID 602141;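 active = corrected activity change at or below -50% at 5 µM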
CF NFkB inh: inhibitors of cystic fibrosis induced NF-kB. KKLEB NF-kB-GFP reporter, PAF-induced, GFP fluorescence overnight. inhibition, % at 5 µM. 0.86% of 360,000 active;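 active = at least 50% inhibition at 5 µM, scaled per plate between neutral and stimulator controls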;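 note: PAF is a Pseudomonas aeruginosa culture filtrate used as stimulus; plate controls were PAF-stimulated DMSO wells for no effect and unstimulated DMSO wells for full effect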
MITF TRPM1 inh: reduces MITF-dependent TRPM1 promoter luciferase signal; SK-MEL-5 TRPM1 promoter luciferase, 24 h; inhibition, % at 12.5 µM; 0.83% of 330,000 active; AID 488899;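 active = mean inhibition across replicates of 60% or more, whatever share of single replicates reaches that level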; note: values of inactives mirror those of a sister screen read the other way
TRAIL sens C8: caspase-8 TRAIL sensitization. NB7+C8 cells + TRAIL, ATPlite viability luminescence. inhibition (viability loss, TRAIL sensitization), % at 10 µM. 1% of 360,000 active;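 active = compounds causing at least 50% loss of cell viability in the single-dose screen, relative to plate controls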
NR2E3 ag-2: activates human NR2E3 receptor | Q9Y5X4 | CHO-S Gal4-NCOR/VP16-NR2E3 two-hybrid, luciferase | inhibition of corepressor binding, % at 3.98 µM | 0.35% of 360,000 active | AID 602229;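 active = inhibition above the mean of all tested compounds plus 3 SD, cut at about 70% in these data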;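 note: 0% = DMSO with NR2E3 transfected cells and 100% = cells lacking NR2E3 construct; higher means lower luciferase signal from less NR2E3 corepressor binding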
hiPSC survival: hiPSC single-cell survival enhancement; 0.044% of 360,000 active; survival enhancement, % at 20 µM; ATPlite luminescence; 100% = ROCK inhibitor wells, 0% = DMSO; AID 602274; in the data active = survival enhancement above about 18%;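 note: cells exposed to compounds for 16 hours before the ATP read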
Shn3 3UTR inh: reduces Shn3 3'UTR luciferase signal in osteoblasts. Clone20 osteoblast Shn3 3'UTR firefly luciferase, 24 h. inhibition, % at 12.5 µM. 0.52% of 360,000 active;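 active = mean inhibition of at least 75% with every replicate also reaching 75%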;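 note: 0% = median of neutral control wells and 100% = pilot-screen positive control compound; some compounds past the cut are filed as inactive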
HIF-2a block: inhibitors of HIF-2a | 786-0 RCC cells HIF-2a reporter, luciferase luminescence, overnight | AID 624352 | 0.72% of 360,000 active | inhibition, % at 18.8 µM;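 active = inhibition of the luminescence signal of 40% or more relative to plate controls, in a single-dose primary screen at 18.75 µM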
LMP1 NFkB inh: inhibitors of Epstein-Barr LMP1-induced NF-kappaB reporter; LMP1-induced NF-kappaB luciferase reporter cells, luminescence; inhibition, % at 12.5 µM; 0.69% of 350,000 active; in the data active = inhibition above about 41%;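 note: 0% = neutral control wells and 100% = reference inhibitor control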
Starred values were filed as active, the others as inactive; · = no result given. A portion of the library; the hit share may differ from the screen's.

SMILES	Peg3 promoter	NR2E3 ag-1	KKLEB tox	CF NFkB inh	MITF TRPM1 inh	TRAIL sens C8	NR2E3 ag-2	hiPSC survival	Shn3 3UTR inh	HIF-2a block	LMP1 NFkB inh
CC(=O)Nc1ccc(S(=O)(=O)NCC2CCC(C(=O)NCCC3=CCCCC3)CC2)cc1 (stereo not given)	1	3	8	-2	-15	-1	-20	-0.4	-4	-33	3
CCOC(=O)C1CCCN(C(=O)c2cccc(C(F)(F)F)c2)CC1 (stereo not given)	-4	·	6	-17	·	8	-11	1.3	12	0	·
CC(=O)c1ccc2c(c1)C1C=CCC1C(c1ccc(S(=O)(=O)N3CCOCC3)cc1)N2 (stereo not given)	18	0	8	-28	-4	14	16	1.7	6	-5	12
CCOC(=O)c1ccc(-c2csc(NC(=O)CN3CCC(C)CC3)n2)cc1	-9	0	-3	9	-9	-1	-14	1.2	18	-66	-6
O=C(O)CCn1c(=S)n(CCC(=O)O)c2ccccc21	9	-2	-5	14	0	-14	-22	0.3	-3	7	3
O=C(CCC(=O)N(c1ccc(F)cc1)C(C(=O)NC1CCCC1)c1ccncc1)Nc1cccnc1 (stereo not given)	-7	-1	11	1	8	-14	-9	-0.5	0	12	3
CCOC(=O)c1c(C)c(C(=O)Nc2ccc(F)cc2)c(C)n1C	-31	-2	14	0	-5	-2	-27	1.0	-9	-34	9
CC1CN(C(=O)c2ccc(C(=O)c3ccccc3)cc2)CC(C)O1 (stereo not given)	22	1	0	-2	3	-13	20	-2.0	8	14	5
CCOC(=O)c1sc2nc(CC(=O)OC)nc(N3CCN(c4ccc(OC)cc4)CC3)c2c1C	24	0	-5	-2	-13	-9	6	3.5	25	28	5
CC(C(=O)NC(=O)NC1CCCCC1)N1CCN(C(c2ccccc2)c2ccccc2)CC1 (stereo not given)	14	0	-16	-4	14	19	-11	-0.5	15	11	-5
CC1(C(=O)NS(=O)(=O)c2ccc(Cl)s2)CCN1C(=O)c1ccc(C2CCCCC2)cc1 (stereo not given)	12	·	5	4	·	-3	4	-0.2	-5	8	·
COc1ccc(CCN(C)Cc2cccc3ccccc23)cc1OC	10	1	-2	1	11	-9	-46	0.1	-2	26	18
CO/N=C(\Cn1ncc(NC2CCCCC2)c(Br)c1=O)c1ccc(Cl)cc1	25	1	-1	27	10	-6	21	0.0	88*	14	12
COc1cccc(-n2cc(CN(C)Cc3nc(Cc4ccccc4)no3)cn2)c1	-11	5	5	-24	2	-3	-3	0.4	8	-4	4
CCCn1c(CN2CCCCC2CC)nc2c1c(=O)n(C)c(=O)n2C (stereo not given)	6	1	-2	5	5	4	-7	-0.9	12	5	1
CC(C)N1CCC(N2CCN(C3CCCCCC3)CC2CCO)CC1 (stereo not given)	-10	3	11	-13	1	3	-16	3.0	4	6	3
Cc1ccc(CNC(=O)c2cc(-c3ccccc3)nn2Cc2cc(C)no2)cc1	1	-4	3	-10	-119	-29	33	3.0	-4	-14	-16
CCCN1C2CCCC1CC(NC(=O)C1CCCCC1)C2 (stereo not given)	11	1	-8	4	0	-21	-17	-1.6	-5	7	-10
CC1CN(C(=O)CSc2cn(CC(=O)N3CCOCC3)c3ccccc23)CC(C)O1 (stereo not given)	12	0	-3	2	10	10	-29	-0.5	-35	8	-1
COc1ccc(S(=O)(=O)NC(C)C(=O)N2CCCC2)cc1Cl (stereo not given)	0	·	-16	8	9	-33	-17	-0.1	1	9	-6
CCCc1cc(=O)[nH]c(Nc2ccc(OC)c(Cl)c2)n1	10	3	-15	8	-1	-3	0	3.2	16	13	-5
O=C1N(c2ccccc2)C(c2ccccc2)C12CCCCC2 (stereo not given)	0	·	8	7	1	16	-14	0.2	-3	4	6
COc1ccc(C2=C(CC(=O)O)C(=O)CC2)cc1	-6	0	2	5	15	-4	-11	-0.2	2	2	-3
CCN1C[C@@H]2[C@@H]3C(=O)N(Cc4ccccc4)C(=O)[C@@H]3[C@](CC)(C(=O)OC)N2C1=NC	2	·	6	-14	-2	-5	-2	-1.5	-9	-4	0
CCOC(=O)C1=C(CSc2nc(-c3ccccc3)ccc2C#N)OC(N)=C(C#N)C1c1cccnc1 (stereo not given)	-285	0	6	-21	-46	-10	-120	-2.2	·	-248	-59
CC(=O)N1CCN(C2=NC(=O)/C(=C\c3cccs3)S2)CC1	13	-3	9	-9	11	-4	-2	0.1	-2	-17	-13
CCOC(=O)c1ccc(NC(=O)c2nc[nH]c2C(=O)N[C@@H](CC(C)C)C(=O)OC(C)(C)C)cc1	12	-1	-8	11	2	28	28	-1.0	21	13	9
CSC1=N/C(=C\c2ccccc2)C(=O)N1C	-9	1	4	4	-6	0	1	7.5	4	-15	-14
Cc1cc(C)n(Cc2ccc(NC(=O)c3c([N+](=O)[O-])c(C)nn3C)cc2)n1	6	-4	4	-5	8	2	7	-0.7	-8	5	5
COCCN1Cc2cccc(C(=O)Nc3ccc(C)c(C)c3)c2C1=O	-67	-1	-4	-24	-53	6	-14	-1.0	-21	-92	-1
COc1ccc(NC(=O)CN2CCN(CC(=O)Nc3cc(OC)cc(OC)c3)CC2)cc1	-3	·	6	5	7	5	-1	-0.9	-11	3	-1
O=C(OCC(=O)N1CCN(C(=O)c2ccco2)CC1)c1cc(-c2ccc(Cl)c(Cl)c2Cl)nc2ccccc12	16	-2	-4	7	-4	5	-1	-0.1	-7	14	8
O=C(NCCN1CCCC1)c1ccc(Br)cc1	15	4	5	6	-2	-19	15	0.9	9	13	1
CCN(CCCNC(=O)c1c(C)cc(=O)oc1C)c1ccccc1	-2	0	7	7	-11	-15	-29	-2.7	5	15	-7
O=[N+]([O-])c1cccc(/C=N/NS(=O)(=O)c2ccccc2)c1	9	1	7	-7	0	1	-12	-0.5	13	15	1
Cc1ccc(OCc2nnc(SCC(=O)c3ccccc3)n2Cc2ccco2)cc1	4	1	-2	6	-2	8	-28	2.3	1	-14	3
COc1cc(/C=C2\SC(=S)N(NC(=O)c3cccnc3)C2=O)ccc1O	-4	-7	-11	-4	4	13	-17	0.5	-16	-2	24
Cc1ccccc1N1CCN(CCC(=O)Nc2ccc(F)cc2)CC1	38	0	2	2	6	3	-13	-0.3	-19	14	2
Cc1ccccc1C(=O)N1CC(=O)Nc2ccc(F)cc2C1c1ccc(F)cc1 (stereo not given)	13	0	8	-15	-1	-12	1	0.3	6	19	-1
CCn1cc(/C=N/N=C2\CCC3C4CCc5cc(O)ccc5C4CC[C@]23C)c(C)n1 (stereo not given in full)	-2	-1	-11	-11	18	-9	1	1.7	6	4	9
COCCNC(=O)CN(c1cc(Cl)ccc1OC)S(C)(=O)=O	4	1	-5	0	0	-18	3	-0.5	2	-7	-10
CCC(C)NC(=O)C1c2ccccc2C(=O)N1Cc1ccccc1OC (stereo not given)	19	-5	-4	6	11	-2	32	-1.2	-5	9	2
COc1ccc(N(C(=O)c2snc(C(N)=O)c2N)C(C(=O)NC2CCCC2)c2ccc(OC)c(OC)c2)cc1 (stereo not given)	17	4	-8	-11	10	-7	-13	0.2	5	14	1
C=CCOC(=O)C1=C[C@H](c2csc3ccccc23)[C@@H](CCCO)[C@H](OCC)O1	16	-2	-16	18	·	-13	-14	-3.9	-7	12	-9
CCN(CC)S(=O)(=O)c1ccc(C(=O)NCc2ccc3[nH]c4c(c3c2)CCCC4)cc1	3	5	-8	13	·	-2	-33	-1.7	-2	5	-7
COc1ccc(C=Nc2ccc3[nH]ncc3c2)c(O)c1	-2	-2	-6	6	4	-2	1	-0.5	-6	2	-2
COc1ccc(C(CC(=O)O)NC(=O)c2ccccc2)cc1OC (stereo not given)	9	-2	2	5	5	-13	1	0.3	12	1	0
COc1cccc(N2C(=O)Nc3ccccc3C2(O)C(=O)NCc2ccc3c(c2)OCO3)c1 (stereo not given)	-2	3	8	3	6	4	-14	2.5	-17	6	-4
CC(C)(C)c1ccc(-c2nnc(SCC(=O)c3ccc4c(c3)OCCO4)o2)cc1	-31	0	3	0	8	6	-5	2.9	-2	2	8
CN(C)c1nc(SCC#N)nc(N(C)C)n1	2	6	13	2	-9	-15	4	2.0	-11	20	7
COc1ccccc1CNC(=O)CN1C(=O)COc2ccc(S(=O)(=O)NC3CCCC3)cc21	9	1	6	-17	0	15	6	-0.6	9	2	7
CCC(CC)C(=O)Nc1ccc(Nc2ccccc2)cc1	20	-4	4	-15	2	-8	-6	1.0	-34	-29	-19
Cc1nc(-c2ccc(C(=O)N3CCCC3)cc2)cs1	-139	0	-4	-20	-45	11	-28	-0.6	-25	-130	-12
Cc1ccc(NC(=O)CCNC(=O)c2ccccc2Cl)cc1S(=O)(=O)N1CCOCC1	20	4	19	6	-3	-6	-13	-0.7	-9	5	5
Oc1[nH]c2ccc(Br)cc2c1N=Nc1ccc(F)cc1	-2	-2	14	-29	6	3	-16	0.0	-35	7	-13
Cc1cc(C(=O)CSc2nc3ccccc3[nH]2)c(C)n1Cc1ccco1	-145	1	8	-1	-17	44	40	-0.6	43	-132	-3
Cc1cc2nc3c(=O)n(Cc4ccccc4)c(=O)[nH]c3nc2cc1N	-4	-1	-6	-13	-4	8	-7	1.9	·	-9	-25
Cn1c(CNC(=O)c2ccc(Cl)cc2)nnc1SCC(=O)N1CCOCC1	-8	5	16	-29	-8	-21	-11	-0.4	1	5	-5
CCc1nn(-c2ccccc2)c2c1-c1cc(OC)c(OC)cc1C1(N2)C(=O)Nc2ccccc21 (stereo not given)	30	0	-1	0	-9	7	-5	8.3	9	22	-10
CCOC(=O)C(NS(=O)(=O)c1ccc(C)cc1)(C(F)(F)F)P(=O)(OCC(C)C)OCC(C)C (stereo not given)	14	-3	16	-15	5	28	10	1.0	8	11	-6
COC(=O)c1ccc(/C=N\NC(=O)c2ccc(C)cc2Cl)cc1	-2	-7	4	14	-2	-2	-1	-1.1	4	-8	-1

Four entries from above, reformatted.
COCCNC(=O)CN(c1cc(Cl)ccc1OC)S(C)(=O)=O
  Peg3 promoter: 4 | NR2E3 ag-1: 1 | KKLEB tox: -5 | CF NFkB inh: 0 | MITF TRPM1 inh: 0 | TRAIL sens C8: -18 | NR2E3 ag-2: 3 | hiPSC survival: -0.5 | Shn3 3UTR inh: 2 | HIF-2a block: -7 | LMP1 NFkB inh: -10

COc1ccc(C(CC(=O)O)NC(=O)c2ccccc2)cc1OC (stereo not given)
  Peg3 promoter: 9 | NR2E3 ag-1: -2 | KKLEB tox: 2 | CF NFkB inh: 5 | MITF TRPM1 inh: 5 | TRAIL sens C8: -13 | NR2E3 ag-2: 1 | hiPSC survival: 0.3 | Shn3 3UTR inh: 12 | HIF-2a block: 1 | LMP1 NFkB inh: 0

CCC(CC)C(=O)Nc1ccc(Nc2ccccc2)cc1
  Peg3 promoter: 20 | NR2E3 ag-1: -4 | KKLEB tox: 4 | CF NFkB inh: -15 | MITF TRPM1 inh: 2 | TRAIL sens C8: -8 | NR2E3 ag-2: -6 | hiPSC survival: 1.0 | Shn3 3UTR inh: -34 | HIF-2a block: -29 | LMP1 NFkB inh: -19

Cn1c(CNC(=O)c2ccc(Cl)cc2)nnc1SCC(=O)N1CCOCC1
  Peg3 promoter: -8 | NR2E3 ag-1: 5 | KKLEB tox: 16 | CF NFkB inh: -29 | MITF TRPM1 inh: -8 | TRAIL sens C8: -21 | NR2E3 ag-2: -11 | hiPSC survival: -0.4 | Shn3 3UTR inh: 1 | HIF-2a block: 5 | LMP1 NFkB inh: -5

Source: PubChem (several laboratories)
